Pf Dd2 growth: inhibitors of Plasmodium falciparum Dd2 growth; P. falciparum Dd2 growth, SYBR Green, 72 h; Potency, µM (top dose mostly 28.9 µM), for inactives: top-dose activity, negative = inhibition, actives largely listed as inhibitors; 120,000 tested, 4.3% active; active = well fitted inhibition curve with a large enough effect; inconclusive = small, poorly fitted or top-dose-only effect; inactive = no such curve, though single readings can be large or run the other way;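 note: plate controls were DMSO vehicle for no effect and reference drug for full effect; nearly all actives have a fitted effect of over 65% in size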
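Readout: SYBR Green fluorescence, 485 nm excitation, 535 nm emission, after ~16 h lysis at 37C. Before that, Dd2-infected red cells (2.5% hematocrit) grew 72 h with compound, 29 uM top final concentration.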
* = called active by the depositor; i = inactive; u = inconclusive; [ ] = remark or other dose. Potency is the fitted concentration of half-maximal effect.

SMILES	Pf Dd2 growth
CCc1nc2c(c(-c3ccc(Cl)cc3)n1)CN(C(=O)c1ccc(C(F)(F)F)cc1)CC2	u
Cc1cc(C(=O)N(CCC(=O)NCc2ccccc2)CCC(C)C)c(C)o1	-14.8%
Cc1ccc(CNC(=O)c2c[nH]n3c(=O)c(Cc4ccc(Cl)cc4)c(C)nc23)cc1	13.4%
COc1ccc(Br)cc1CNC(=O)c1cnc2sc(N3CCCC3)nn2c1=O	60.6%[activator]
Cc1ccc(C)c(NC(=O)CN(C)S(=O)(=O)c2cccc3cccnc23)c1	u
Cc1[nH]ncc1CNC(=O)CCC1CCCN(S(=O)(=O)c2cccc(F)c2)C1 (stereo not drawn)	-4.0%
Cc1cccc(-n2c(SCC(=O)c3ccccc3)nnc2-c2ccc(Br)cc2)c1	i
CN1C(C(=O)Nc2cccc(O)c2)=CC(c2cccs2)=NS1(=O)=O	-12.6%
CC(c1cccs1)N(C)Cc1ccncc1 (stereo not drawn)	i
O=C(Nc1ccc([C@@H](O)[C@H]2COCC(=O)N2Cc2ccccn2)cc1)c1cnccn1	16.5%[44.1 µM]
CC(C)c1nccc(CN2CCCC3(CNC(=O)O3)C2)n1 (stereo not drawn)	-20.2%
CC(C)C(=O)Nc1nnc2n1CCS2	18.1%
CCOc1ccc2c(c1)c(=O)c(S(=O)(=O)c1ccccc1)cn2CC(=O)Nc1ccccc1OC	11.2µM*
O=C(Nc1ccc(F)cc1)N1CCC(O)(c2csc(CN3CCc4ccccc4C3)n2)CC1	-7.0%
C[C@@H]1CN(C(=O)c2ccc3c(c2)NC(C)(COCC2CC2)CO3)C[C@H](C)O1 (stereo partly drawn)	i
Cc1ccc2c(c1)N(CC(=O)NCCCN1CCCCC1C)C(=O)c1cccnc1O2 (stereo not drawn)	7.7%
CN(C)S(=O)(=O)N1C[C@@H](Oc2ccccc2)C[C@H]1C(=O)N1CCCC1	4.5%
COc1ccc(C(=O)NCCn2cc(SCC(=O)Nc3ccccc3)c3ccccc32)cc1OC	-25.6%
COc1ccc2c(C)c(C(=O)N3CC[C@H](CO)[C@@H](O)C3)oc2c1	3.2%
CC(=O)NC1(C)CN(Cc2ccc(-c3ccc(Oc4ccccc4)cc3)s2)C1	3.98µM*
CN1c2cc(C(=O)NCc3ccccc3)ccc2C(=O)N2CCCCC21 (stereo not drawn)	i
CCS(=O)(=O)Nc1ccc(C2(C(=O)N3CCN(CC(C)C)CC3)CCCCC2)cc1	u
COCc1cc(C[C@@H]2CC[C@H](O)[C@@H](CNC(=O)Nc3ccc(OC)cc3)O2)no1	14.6%[44.1 µM]
FC(F)(F)c1ccc(-c2noc(-c3ccccc3Br)n2)cc1	14.5%
COc1ccc(S(=O)(=O)N(CC(=O)Nc2ccccc2Br)Cc2ccccc2)cc1	i
Cc1ccc(-n2c(C3CCN(C(=O)COc4ccc(Cl)cc4)CC3)n[nH]c2=O)cc1	0.891µM*
CSc1ccc(C(C(=O)O)N2CCN(Cc3csc(C)n3)CC2)cc1 (stereo not drawn)	8.3%
O=C(O)c1ccnc(-c2ccnc(NCCN3CCCCC3CO)n2)c1 (stereo not drawn)	23.5%
O=C1C2=C(Nc3ccccc3SC2c2c(F)cccc2Cl)c2ccccc21 (stereo not drawn)	u
O=C(Nc1cccc(F)c1)C1CCCN(S(=O)(=O)c2cccc3cccnc23)C1 (stereo not drawn)	-26.0%
CCCCN1CC(Oc2ccccc2C(=O)NC2CC2)C1	-18.7%
CCN1c2cc(C(=O)Nc3ccc(-n4ccnc4)cc3)ccc2C(=O)N2CCCCCC21 (stereo not drawn)	u
COC[C@@H]1[C@@H](NC(=O)c2cnc(C)nc2-c2ccccc2)[C@@H]2CCO[C@H]12	10.7%
Cc1ccc(C)c(NC(=O)CCN2C(=O)c3ccccc3Sc3ncccc32)c1	i
CN1C[C@H](NC(=O)c2cccnc2)CCC[C@@H](C(=O)NCc2cc(F)cc(F)c2)CC1=O	-12.6%
Cc1cc(Br)cc2c(C(=O)OCC(=O)c3ccccc3)cc(-c3ccccc3)nc12	88.5%[activator]

Reprinted from the part before: 7 entries, then new ones.
SMILES	Pf Dd2 growth
O=C(Nc1cccc(F)c1)C1CCCN(S(=O)(=O)c2cccc3cccnc23)C1 (stereo not drawn)	-26.0%
CCCCN1CC(Oc2ccccc2C(=O)NC2CC2)C1	-18.7%
CCN1c2cc(C(=O)Nc3ccc(-n4ccnc4)cc3)ccc2C(=O)N2CCCCCC21 (stereo not drawn)	u
COC[C@@H]1[C@@H](NC(=O)c2cnc(C)nc2-c2ccccc2)[C@@H]2CCO[C@H]12	10.7%
Cc1ccc(C)c(NC(=O)CCN2C(=O)c3ccccc3Sc3ncccc32)c1	i
CN1C[C@H](NC(=O)c2cccnc2)CCC[C@@H](C(=O)NCc2cc(F)cc(F)c2)CC1=O	-12.6%
Cc1cc(Br)cc2c(C(=O)OCC(=O)c3ccccc3)cc(-c3ccccc3)nc12	88.5%[activator]
Cc1nc(SCC(=O)Nc2ccccc2Cl)cc(-c2ccccc2)n1	8.7%
O=C(c1ccc(F)cc1F)N1CCC2(CC1)NC(=O)N(Cc1ccccc1)C2=O	-1.0%
CN(C(=O)c1ccc2c(c1)N(Cc1cccc(Cl)c1)C(=O)c1ccccc1S2=O)C1CCCCC1 (stereo not drawn)	-4.2%
COc1ccc(C(=O)N2CCCCC2c2nc(CCOc3cccc(C)c3)no2)cn1 (stereo not drawn)	i
COCCOc1ccc(C(=O)N[C@@H]2CN(C(=O)Nc3cccc(OC)c3)CCC[C@H]2O)cc1	-17.6%
COC(=O)CN1C(=O)[C@@H]2C[C@@H](O)CN2C2(CN(C3CCN(C)CC3)C2)C1=O	20.6%[44.1 µM]
Cc1ccc(CNC(=O)C2CCN(S(=O)(=O)c3ccc4c(c3)CCCN4C(=O)C3CCC3)CC2)cc1	i
N#Cc1ccc(C(=O)NC2CCN(c3cc(-c4ccc(Cl)cc4)[nH]n3)CC2)cc1	i
CCC[C@H]1CN(C(C)=O)C[C@@H]1NC(=O)c1ccc(N2CCCC2=O)cc1	-10.7%
O=C(NC[C@H]1O[C@@H](CC(=O)N2CCN(c3ccccc3)CC2)[C@H](O)[C@@H]1O)Nc1cccc(F)c1	i
CC(C)CN1CCCC(c2nc3ccc(F)cc3c(=O)[nH]2)C1 (stereo not drawn)	5.01µM*
CCOc1ccc(C(=O)N2CCC(n3cc(-c4nc(-c5ccccc5)no4)nn3)CC2)cc1	-14.6%
CS(=O)(=O)c1ccc(CN2C[C@@H](F)[C@@H](OCc3nc4ccccc4[nH]3)C2)cc1	35.9%[44.1 µM]
CC1(c2ccccc2)N(Cc2cccnc2)C(=O)OC12CCN(C(=O)Cc1ccc(Cl)cc1)CC2 (stereo not drawn)	u
CCCc1cc(=O)n2[nH]c(NCc3ccccc3OC)nc2n1	15.7%
O=C(CCc1ccccc1)N1CCNc2cnc(Nc3ccc(-n4ccnc4)cc3)nc2C1	u
CCOc1ccc(N2CC(NC(=O)/C=C\c3ccc4c(c3)OCO4)CC2=O)cc1 (stereo not drawn)	i
C[C@]1(CO)[C@H]2Cc3sc(NC(=O)c4c(F)cccc4F)nc3[C@@H](CC(=O)O)[C@]2(C)CC[C@H]1O	-3.8%
CN(C)C(=O)CC(O)c1cc2n(n1)CCN(C(=O)Cc1ccsc1)C2 (stereo not drawn)	6.2%
Cc1c(Cl)cccc1NC(=O)N1C[C@@H](F)C[C@H]1C(=O)N1CCc2ccccc2C1	-6.0%
O=C1Nc2ccccc2O[C@H]2C[C@@H]1N(Cc1ccccc1)C2	2.0%[44.1 µM]
COc1ccccc1C(=O)NC[C@H]1Cn2c(-c3ccc4c(c3)OCCO4)cnc2CO1	-0.9%[44.1 µM]
CCc1ccc(S(=O)(=O)c2nnn3c2nc(N2CCOCC2)c2sccc23)cc1	-4.8%
Cc1noc(C)c1-c1cc2cc(CN(C)C)oc2c(NCCOc2ccccc2)n1	u
COc1ccc(NC(=O)COc2ccc(-c3nnc4n3CCCC4)cc2)cc1OC	8.91µM*
COc1cccc(/C=C/c2nc(C#N)c(N3CCN(C)CC3)o2)c1	-19.3%
CC(=O)N1CCc2nc(C)nc(-c3ccc(O)cc3)c2C1	18.0%[44.1 µM]
O=C(Cc1ccc2c(c1)OCO2)N1CCNc2cnc(Nc3cccc(F)c3)nc2C1	-2.8%[44.1 µM]
CC(C)c1nc2ccc(C(=O)NCCCN3CCN(c4ccccc4)CC3)cc2o1	u
COC[C@@H]1CN(Cc2c(OC)cccc2OC)C[C@H]1c1ccncc1	4.47µM*
COc1ccc(C2(C(=O)N3C[C@@H](CO)[C@H](c4ccccn4)C3)CC2)cc1	12.3%
CC(C)CC(=O)N1CCN(c2nnc3ccc(C(F)(F)F)cn23)CC1	-5.5%
COc1ccc(CCNC(=O)c2c(C)nn(-c3ccc(F)cc3)c2-n2cccc2)cc1OC	i
O=C(c1ccccn1)N1CCCC2(CC(c3ccccc3)=NO2)C1 (stereo not drawn)	19.6%
COc1ccccc1N1CCN(C(=O)c2cc3c(=O)oc4ccc(C)cc4c3s2)CC1	32.6%[activator]
Cc1oc(C(O)c2ccccc2F)nc1C(=O)Nc1ccccc1 (stereo not drawn)	i
Cc1ccccc1[C@H]1C[C@@H](O)[C@@H](O)[C@@H]1NC(=O)c1cccnc1	i
COc1cccc(CN2CCCCCCNC(=O)CC2c2ccccc2)c1OC (stereo not drawn)	7.94µM*
CN(CC1(C)CCOCC1)C(=O)Cc1ccccc1	36.0%[activator]
COc1ccc(CN2Cc3[nH]cnc3C[C@H]2c2nc(-c3ccc(F)c(Cl)c3)no2)cc1	-9.7%
CCC1(C(=O)NCc2ccc(C)cc2)CCCCC(=O)N1 (stereo not drawn)	45.1%[activator]
O=c1c2c(nc3cc[nH]n13)CCN(S(=O)(=O)c1ccccc1Cl)C2	i[5.79 µM]
O=C(O)C(c1cc2ccccc2o1)N1CCC(CCN2CCCC2=O)CC1 (stereo not drawn)	-7.6%
CCc1nn(CC(=O)Nc2c(C)cccc2C)c(=O)c2cc3sccc3n12	-8.3%
COc1cccc(CNC(=O)CSc2ncc(S(=O)(=O)c3ccc(Br)cc3)c(=O)[nH]2)c1	5.3%
Cc1ccc(-n2nc3c(=O)n(CCCC(=O)NCCc4ccccc4)nc(C)c3c2C)cc1	80.2%[activator]
O=c1n(-c2ccc(Cl)cc2)nc2n1CCN(CC1CC1)C2	u
Cc1nc(CN2CC3(CCN(C)C3)c3cc(C(=O)NCC4CC4)ccc32)cs1 (stereo not drawn)	u

In the list so far, four have a furan ring, fused or not:
SMILES	Pf Dd2 growth
Cc1cc(C(=O)N(CCC(=O)NCc2ccccc2)CCC(C)C)c(C)o1	-14.8%
COc1ccc2c(C)c(C(=O)N3CC[C@H](CO)[C@@H](O)C3)oc2c1	3.2%
Cc1noc(C)c1-c1cc2cc(CN(C)C)oc2c(NCCOc2ccccc2)n1	u
O=C(O)C(c1cc2ccccc2o1)N1CCC(CCN2CCCC2=O)CC1 (stereo not drawn)	-7.6%

More records.
SMILES	Pf Dd2 growth
CC(C)NC(=O)N1CCOc2ccc(CCC(=O)NCCN3CCOCC3)cc2C1	-5.8%
COc1ccc(CN2Cc3[nH]cnc3C[C@H]2C(=O)NCc2ccco2)cc1	-18.2%[44.1 µM]
CC(C)CN1CC2(CCN(C(=O)c3ccc4occc4c3)CC2)CC1=O	3.5%
Cc1nc2ccc(C(=O)N[C@@H]3COCC[C@@H]3OCc3cscn3)cc2o1	-19.6%
Cc1cc2[nH]c(=O)c(=O)[nH]c2cc1S(=O)(=O)N1CCN(c2ccccc2F)CC1	8.8%
Cc1ccc(NC(=O)Cn2ccn3nc4c(c3c2=O)CCCC4)cc1Cl	-16.6%
COc1ccccc1CCC(=O)N1CCC(Cc2nc(-c3ccccc3)no2)CC1	8.2%
CN1CC(=O)N(C2CCCNC2)Cc2c1ncnc2N1CCC(N2CCOCC2)CC1 (stereo not drawn)	-0.7%
O=C(CN1CCCc2nc(-c3ccncc3)ncc2C1=O)NCCCN1CCCC1=O	u
CC(C)CC(=O)NCC1Cn2cccc2C(=O)N1C (stereo not drawn)	23.0%
CCOC(=O)CCNC(=O)N1CCCC(c2nc(C(C)C)no2)CCNC(=O)CC1 (stereo not drawn)	8.2%
N#Cc1ccc(-c2c(-c3ccccc3)ncn2CCNc2cccnc2)cc1	u
O=C(N[C@H]1CCN2C(=O)c3ccc(Cl)cc3NC(=O)[C@H]12)c1cccs1	-17.7%[44.1 µM]
COc1ccc(-n2nc(C3CCN(C(=O)c4ccccc4Cl)CC3)[nH]c2=O)cc1	i
CN(C)c1ccc(CNCC2(COc3ccc(S(C)(=O)=O)cc3)C[C@@H](O)[C@@H](O)C2)cc1 (stereo partly drawn)	11.7%
CCOc1ccc(NC(=O)c2ccc3nc(C(C)C)oc3c2)cc1	i
CN1CC(=O)Nc2cc(C(=O)O)ccc21	u
Cc1ccc(NC(=O)CCn2ccn3nc4c(c3c2=O)CCCC4)cc1	i
COC(=O)c1cccc(-c2nccn2CC(O)c2ccccc2)c1 (stereo not drawn)	-21.4%
COc1ccc(NC(=O)C(c2ccc(C)cc2)N(C)C(=O)Cc2cccs2)cc1 (stereo not drawn)	-2.6%
CCCOc1ccc(CN2C(=O)C(=O)c3cccc(C)c32)cc1	11.9%
CC(=O)N1CCN(c2nc3ncccc3o2)CC1	-6.4%[44.1 µM]
O=C(Cn1ccc2cc(S(=O)(=O)N3CCCCCC3)ccc21)NCCc1ccc(Cl)cc1	u
COc1cccc(CNC(=O)Cn2cc3c(n2)-c2c(oc(C(=O)N4CCCC4)c2C)CC3)c1OC	u
Cc1ccccc1NC(=O)Cn1c(=O)n(CC2CCC(C(=O)NCCc3ccccc3)CC2)c(=O)c2ccccc21 (stereo not drawn)	-18.5%
CC(C)C(=O)N1CCc2ccc(C(=O)NC3CC3)cc21	i
O=C(CC1CCCN(c2cnn(CC3CC3)c(=O)c2)C1)NCc1ccccc1 (stereo not drawn)	u
CC1(C(=O)NC2CCOCC2)CCc2cnc(Nc3ccccc3)nc21 (stereo not drawn)	-13.1%[44.1 µM]

The list is partial. The share of hits here may be higher or lower than overall.
